NR2E3 ag-1: human photoreceptor-specific nuclear receptor agonism; inhibition of corepressor binding, % at 3.98 µM; hit rate 0.35% among 360,000; Q9Y5X4; CHO-S Gal4-NCOR/VP16-NR2E3 two-hybrid, luciferase; AID 602229;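 active = inhibition above the mean of all tested compounds plus 3 SD, cut at about 70% in these data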;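 note: 0% = DMSO with NR2E3 transfected cells and 100% = cells lacking NR2E3 construct; higher means lower luciferase signal from less NR2E3 corepressor binding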
Target sequence (Q9Y5X4 whole entry, looked up, the tested form may be a part): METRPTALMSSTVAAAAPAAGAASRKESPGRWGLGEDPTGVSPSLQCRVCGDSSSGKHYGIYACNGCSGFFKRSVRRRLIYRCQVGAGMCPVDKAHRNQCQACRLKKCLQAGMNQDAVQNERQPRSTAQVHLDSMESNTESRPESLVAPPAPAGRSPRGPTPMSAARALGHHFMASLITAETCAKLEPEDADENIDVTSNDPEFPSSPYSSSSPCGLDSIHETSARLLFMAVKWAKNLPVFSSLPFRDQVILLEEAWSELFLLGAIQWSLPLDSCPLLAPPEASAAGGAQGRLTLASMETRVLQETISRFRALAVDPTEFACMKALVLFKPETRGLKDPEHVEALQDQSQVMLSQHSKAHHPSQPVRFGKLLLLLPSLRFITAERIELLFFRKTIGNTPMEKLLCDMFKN
HIF-2a inh: inhibitors of HIF-2a; 786-0 RCC cells HIF-2a reporter, luciferase luminescence, overnight; inhibition, % at 18.8 µM; hit rate 0.72% among 360,000; AID 624352;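 active = inhibition of the luminescence signal of 40% or more relative to plate controls, in a single-dose primary screen at 18.75 µM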
Peg3 prom inh: Peg3 promoter activity inhibition; hit rate 1.7% among 360,000; inhibition, % at 20 µM; HeLa PEG-Prom luciferase reporter, luminescence, overnight; AID 588405;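 active = inhibition of at least 50% at 20 µM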
TRAIL sens C8: sensitizes caspase-8 expressing cells to TRAIL; hit rate 1% among 360,000; NB7+C8 cells + TRAIL, ATPlite viability luminescence; inhibition (viability loss, TRAIL sensitization), % at 10 µM;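 active = compounds causing at least 50% loss of cell viability in the single-dose screen, relative to plate controls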
CF NFkB inh: inhibitors of cystic fibrosis induced NF-kB | KKLEB NF-kB-GFP reporter, PAF-induced, GFP fluorescence overnight | inhibition, % at 5 µM | hit rate 0.86% among 360,000;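 active = at least 50% inhibition at 5 µM, scaled per plate between neutral and stimulator controls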;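 note: PAF is a Pseudomonas aeruginosa culture filtrate used as stimulus; plate controls were PAF-stimulated DMSO wells for no effect and unstimulated DMSO wells for full effect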
Shn3 inh set2: reduces Shn3 3'UTR luciferase signal in osteoblasts. inhibition, % at 12.5 µM. AID 588674. hit rate 0.52% among 360,000. Clone20 osteoblast Shn3 3'UTR firefly luciferase, 24 h;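 active = mean inhibition of at least 75% with every replicate also reaching 75%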;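 note: 0% = median of neutral control wells and 100% = pilot-screen positive control compound; some compounds past the cut are filed as inactive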
KKLEB tox: CF airway cell cytotoxicity counter-screen; KKLEB CF airway cells viability, ATPlite luminescence, overnight; hits give low values; cells stimulated with P. aeruginosa culture filtrate; activity change (cytotoxicity), % at 5 µM; hit rate 0.36% among 360,000; AID 602141;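 active = corrected activity change at or below -50% at 5 µM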
NR2E3 ag-2: agonists of human nuclear receptor NR2E3; GST-NR2E3/biotin-RetCOR TR-FRET, 1536-well; hit rate 0.12% among 320,000; AID 2300; inhibition of corepressor binding, % at 4.78 µM;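 active = percent inhibition above the cutoff of mean plus 3 SD of all tested compounds, set per screening campaign, cut at about 20% in these data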;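 note: 0% = DMSO wells and 100% = biotin wells as full block of FRET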
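Test system – NR2E3–RetCOR corepressor complex · Quantity – NR2E3 fusion 1.35 nM · Buffer or medium – Tris pH 7.5 · Incubation – Compound–protein incubation for 5 h at 4 °C · Technique – TR-FRET, Eu(K)-anti-GST donor, streptavidin-D2 acceptor, ex 340, em 617/671 nm · Evaluation – percent inhibition of 671/617 nm emission ratio versus biotin and DMSO controls · Plate – 1536-well format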
hiPSC survival: increases survival of single human iPS cells; hiPSC single-cell survival, ATPlite luminescence; 100% = ROCK inhibitor wells, 0% = DMSO; survival enhancement, % at 20 µM; hit rate 0.044% among 360,000; AID 602274; in the data active = survival enhancement above about 18%;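 note: cells exposed to compounds for 16 hours before the ATP read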
MITF TRPM1 inh: MITF TRPM1 promoter inhibition in SK-MEL-5 cells | SK-MEL-5 TRPM1 promoter luciferase, 24 h | AID 488899 | inhibition, % at 12.5 µM | hit rate 0.83% among 330,000;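 active = mean inhibition across replicates of 60% or more, whatever share of single replicates reaches that level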; note: values of inactives mirror those of a sister screen read the other way
EBV LMP1 NFkB: inhibitors of Epstein-Barr LMP1-induced NF-kappaB reporter; LMP1-induced NF-kappaB luciferase reporter cells, luminescence; inhibition, % at 12.5 µM; hit rate 0.69% among 350,000; AID 504558; in the data active = inhibition above about 41%;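 note: 0% = neutral control wells and 100% = reference inhibitor control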
* marks the source's active call; other numbers are inactive results; nt = no result given.

SMILES | NR2E3 ag-1 | HIF-2a inh | Peg3 prom inh | TRAIL sens C8 | CF NFkB inh | Shn3 inh set2 | KKLEB tox | NR2E3 ag-2 | hiPSC survival | MITF TRPM1 inh | EBV LMP1 NFkB
CC(C(N)=O)N1c2cccc3cccc(c23)S1(=O)=O (configuration not stated) | 15 | 10 | 3 | -2 | 12 | -12 | 0 | 3 | 1.7 | -1 | 5
Cc1cccc(OCc2nnc(SCC(=O)N3c4ccccc4CCc4ccccc43)o2)c1 | -23 | 15 | 40 | 13 | 11 | 44 | 0 | 3 | 0.1 | 16 | -3
CCCN1CCc2c(sc(NC(=S)NC(=O)c3ccccc3)c2C#N)C1 | -41 | -272 | -190 | 0 | -32 | -57 | -25 | 1 | 0.7 | -44 | -22
CC(=O)Nc1cnc(-c2ccccc2O)cn1 | -66 | -135 | -134 | 43 | 3 | -28 | 5 | nt | -4.5 | nt | nt
CC(C)N(Cc1ccccc1)C(=O)COC(=O)c1cnccn1 | 0 | 7 | 5 | -8 | -9 | -3 | -1 | 1 | 0.3 | 14 | 2
COc1ccc(S(=O)(=O)NCCSCc2ccco2)cc1Cl | -17 | 1 | -18 | 0 | 6 | -2 | -6 | -1 | 0.9 | 5 | -1
O=C(CN1C(=O)COc2ccccc21)NCCCN1CCN(c2ccccc2F)CC1 | 6 | 16 | -109 | -26 | 11 | -5 | -4 | 2 | -0.2 | 9 | -1
CCCc1ccc(C(=O)CCC(=O)NNC(=O)c2ccncc2)cc1 | -4 | -12 | 10 | 14 | -30 | 3 | 4 | 1 | -0.6 | 11 | 4
CN(C)c1ccc(/C=N\NC(=O)CC#N)cc1 | -25 | -24 | -32 | 2 | 7 | -33 | -2 | 0 | -0.9 | 2 | 0
C(=N\c1ncnc2sccc12)/NOCc1ccccc1 | 26 | -9 | -21 | -1 | 14 | 54 | 5 | 2 | 3.7 | 1 | 11
COc1ccc(-c2csc(NC(=O)c3cccc(S(=O)(=O)N4CCN(C)CC4)c3)n2)cc1 | 25 | -2 | 8 | 14 | -3 | 10 | -10 | -3 | -2.2 | 27 | 4
C[C@@H]1CN([C@H](C)CO)C(=O)c2cc(Br)cnc2O[C@H]1CN(C)Cc1cccnc1 | -7 | 9 | -8 | -7 | -17 | -9 | 16 | nt | 0.8 | nt | -3
COC(=O)c1cn(CC(=O)N2C(C)CCCC2C)c2ccccc12 (configuration not stated) | -3 | 13 | 9 | 12 | 19 | 10 | 3 | -4 | 2.6 | 6 | 1
O=C(Nc1ccc2c(c1)OCO2)c1ccc(COc2ccc3c(c2)CCC3)o1 | -222 | -232 | -165 | -15 | -21 | -19 | -5 | 1 | 1.0 | -26 | -15
CC(C)Cn1c2c(c(O)c(C(=O)Nc3ncccc3O)c1=O)CCCC2 | -9 | 25 | 12 | 8 | 16 | 15 | -1 | 2 | 6.7 | -4 | 8
CCCc1nnc(SCC(=O)Nc2ccccc2Cl)n1CC1CCCO1 (configuration not stated) | 11 | 1 | -4 | 2 | 4 | -7 | -7 | 0 | -0.4 | -1 | 0
CCOc1ccc(N2CC(=O)N/C2=N\c2nc(C)cc(C)n2)cc1 | -3 | -1 | 5 | 7 | -4 | -11 | 8 | 1 | 9.0 | -3 | 0
O=c1[nH]c(Nc2ccc(F)cc2)cc2ccccc12 | -17 | -12 | -5 | 2 | -15 | -25 | 3 | 15 | -2.1 | 9 | -5
Cc1onc(-c2c(F)cccc2Cl)c1C(=O)OCc1cnc(Cl)s1 | -5 | 25 | 25 | 9 | -1 | 9 | -20 | 1 | 0.9 | 6 | 6
Cc1ccc(-c2csc3ncnc(Oc4cccc5ccc(C)nc45)c23)cc1 | 8 | 22 | 20 | 3 | 4 | 20 | -13 | 0 | -0.5 | 7 | 0
C=CCNc1ncnc2c1ncn2[C@H]1CN(Cc2ccc(F)cc2)C[C@@H](CO)O1 | -18 | 7 | 14 | -1 | 6 | -8 | -2 | nt | -2.7 | nt | nt
S=C(Nc1ccccc1Cl)N1CCN(c2ccccn2)CC1 | 5 | 3 | -18 | -5 | 9 | 31 | -3 | 2 | -0.2 | 1 | 1
COc1ccc(NCc2nnc(SCCN3CCCCC3)n2-c2ccc(C)cc2)cc1 | -1 | -1 | 3 | -1 | 19 | -12 | -9 | 0 | -2.7 | 4 | -19
COc1cc(NC(=O)CCNC(=O)Cn2cnc3ccccc3c2=O)cc(OC)c1OC | -25 | 12 | 16 | -15 | -21 | 4 | 4 | -2 | 2.3 | -14 | 3
C=CCOc1ccc(/C=N/NC(C)=O)cc1OCC | 21 | 10 | 15 | -3 | -8 | -3 | -4 | -3 | 1.2 | 1 | -3
SMILES | NR2E3 ag-1 | HIF-2a inh | Peg3 prom inh | TRAIL sens C8 | CF NFkB inh | Shn3 inh set2 | KKLEB tox | NR2E3 ag-2 | hiPSC survival | MITF TRPM1 inh | EBV LMP1 NFkB
O=C1CCCC2=C1C(c1ccc(Cl)cc1)N1C(=O)CCSC1=N2 (configuration not stated) | -6 | 10 | 1 | 9 | 7 | 31 | 0 | -4 | 1.8 | 9 | -5
CCCOc1ccc(N2C(=O)CC(NCCNc3ccc([N+](=O)[O-])cn3)C2=O)cc1 (configuration not stated) | -22 | 8 | 18 | 7 | -5 | -10 | 0 | -5 | 0.6 | 4 | 0
O=C(NCCO)c1cccc(-c2cnc3cccnn23)c1 | 2 | -3 | -25 | -12 | 13 | -1 | -6 | nt | -0.6 | nt | nt
COc1ccc(-n2ncc3c2CC(C)(C)CC3NC(=O)c2oc(C)cc2C)cc1 (configuration not stated) | -31 | -10 | -6 | -23 | 6 | -5 | 0 | 0 | -0.5 | 0 | -1
O=C(CCCCC(=O)Sc1ccccc1)Sc1ccccc1 | -8 | -2 | -1 | -2 | 17 | 8 | 17 | nt | 0.5 | 0 | 3
CC(C)(C)C1c2[nH]c3ccccc3c2CCN1CCCn1cccn1 (configuration not stated) | -9 | 23 | 6 | 4 | -9 | 17 | -7 | 2 | 0.3 | 14 | 7
COc1ccc(N2CCN(C(=O)c3c(-c4c(F)cccc4Cl)noc3C)CC2)cc1 | -24 | 15 | 8 | 0 | -25 | 21 | -4 | 0 | -0.1 | 20 | -1
Oc1c(Br)cc(Br)cc1C=Nc1ccc2[nH]ncc2c1 | -1 | 9 | 24 | -14 | 19 | -15 | 16 | -5 | -0.2 | 0 | -14
COC(=O)c1ccc(NC(=O)c2ccc[n+]([O-])c2)cc1 | -23 | 3 | -2 | 8 | -1 | 16 | 5 | 1 | -0.5 | 2 | 4
COc1cccc(CN(C)C(=O)c2ccc(COc3ccc(Cl)cc3)cc2)c1OC | -30 | -214 | -212 | -2 | 2 | -25 | 1 | 1 | 0.0 | -81 | -21
CCOCCCNC(=O)CNC(=S)N(Cc1ccccc1F)C1CCCCC1 | -13 | -14 | 13 | 0 | -12 | 4 | 0 | -1 | 5.5 | -6 | 5
COC(=O)c1ccc(/C=N/OCC(=O)Nc2cc(F)ccc2F)cc1 | -5 | 10 | 12 | 5 | 13 | -10 | -14 | 0 | -0.2 | -4 | 5
CCC(Cc1ccccc1)NC(=O)/C=C/c1ccco1 (configuration not stated) | -23 | 0 | 4 | 5 | 10 | 0 | -5 | -1 | -0.5 | -4 | -7
O=C(O)c1[nH]c(-c2ccccc2)c2c1C(=O)N(C1CC1)C2=O | 0 | 11 | 10 | 0 | 0 | -35 | -2 | nt | 1.3 | nt | nt
CCCCCCCC(=O)NNC(=O)CC(=O)Nc1ccccc1C(=O)O | -6 | -1 | -5 | -6 | 0 | -5 | 3 | -1 | 0.3 | 1 | -21
Oc1ccc(-c2[nH]ncc2-c2cccc3cccnc23)c(O)c1 | -12 | 17 | 23 | -5 | -10 | 51 | 6 | -1 | 0.0 | 19 | 14
O=C(Nc1ccc2ccccc2n1)c1ccccc1Br | -120 | -239 | -386 | 29 | -3 | -56 | -4 | 7 | -0.4 | -26 | -32
CC(C)(Oc1ccc(Cl)cc1)C(=O)NNC(=O)c1ccc(Br)o1 | -29 | 1 | 22 | -22 | -2 | 0 | 3 | nt | -0.5 | 16 | 7
O=C(Nc1ccccc1)C1C(c2ccccc2)C1(Cl)Cl (configuration not stated) | 11 | -1 | 18 | 1 | -28 | 12 | 8 | 1 | 1.2 | -11 | 6
CC(Sc1nncs1)C(=O)Nc1ccc(S(=O)(=O)Nc2ncccn2)cc1 (configuration not stated) | 31 | 4 | 2 | -2 | 8 | -2 | -2 | nt | -0.3 | -11 | -3
COc1ccc2nc(N3CCC(C)CC3)c(C#N)cc2c1 | -81 | -168 | -336 | 1 | -27 | -35 | 11 | 4 | -1.9 | -69 | -27
O=c1oc2ccc(C#CC3(O)CCCCC3)cc2cc1-n1cc(-c2ccsc2)nn1 | 2 | -5 | 11 | 3 | -40 | -11 | 13 | 1 | 1.3 | -6 | 0
CCOc1ccc(N(CC(=O)NCCOc2ccccc2OC)S(=O)(=O)c2ccccc2)cc1 | 17 | 20 | 21 | 14 | 22 | 7 | -17 | 4 | 1.5 | 6 | 7
C=CCNC(=S)NNC(=O)c1ccc(=O)n(Cc2ccccc2)c1 | -27 | 12 | 6 | -12 | -4 | 0 | -4 | 1 | -0.1 | -6 | -5
N#Cc1ccc(OCc2nnc(SCC(=O)c3ccccc3)n2-c2ccccc2)cc1 | -8 | -13 | 2 | 18 | -14 | 21 | -7 | -2 | 5.4 | 6 | 1
SMILES | NR2E3 ag-1 | HIF-2a inh | Peg3 prom inh | TRAIL sens C8 | CF NFkB inh | Shn3 inh set2 | KKLEB tox | NR2E3 ag-2 | hiPSC survival | MITF TRPM1 inh | EBV LMP1 NFkB
Cc1ccc(NC(=O)Nc2ccccc2C#N)c(Cl)c1 | -14 | -3 | 0 | -7 | -20 | -15 | 3 | -2 | 0.0 | -5 | -9
O=C(NCc1ccccc1)C1=C[C@@H](c2ccccc2)C[C@@H](OCc2ccc(CO)cc2)O1 | -21 | -6 | 2 | 1 | -5 | -3 | -3 | 3 | 1.0 | 4 | 1
COc1ccc(-c2cn[nH]c2N)cc1 | -22 | -1 | -9 | -5 | 21 | -57 | 12 | -4 | 0.1 | -12 | 7
C=CCSc1ncnc2c1oc1nc3c(cc12)COC(C)(C)C3 | -21 | -47 | -49 | 7 | -1 | -37 | -14 | 0 | -0.1 | -10 | -7
O=C(c1cc(-c2ccco2)on1)N1CCOCC1 | -24 | -119 | -89 | -7 | 11 | -43 | 1 | -1 | 1.9 | -70 | 4
COc1cccc(CSc2nnc(-c3ccncc3)n2N)c1 | 0 | 4 | 6 | 10 | -5 | -7 | 11 | -1 | 1.2 | -4 | -6

Only part of the results is shown; count on the stated rates, not on these rows.
